# CXCR6 block – inhibitors of human CXCR6 receptor; O00574; CHO-K1 PathHunter CXCR6 beta-arrestin, luminescence; inhibition, % at 20 µM; 360,000 compounds, 0.36% hits; AID 602244; in the data active = inhibition above about 34%, passing the limit was not always enough;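 note: antagonist mode with CXCL16 agonist at 10 nM final; 0% = 10 nM CXCL16 with DMSO and 100% = unstimulated wells without agonist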
# Target sequence (O00574 whole entry, looked up): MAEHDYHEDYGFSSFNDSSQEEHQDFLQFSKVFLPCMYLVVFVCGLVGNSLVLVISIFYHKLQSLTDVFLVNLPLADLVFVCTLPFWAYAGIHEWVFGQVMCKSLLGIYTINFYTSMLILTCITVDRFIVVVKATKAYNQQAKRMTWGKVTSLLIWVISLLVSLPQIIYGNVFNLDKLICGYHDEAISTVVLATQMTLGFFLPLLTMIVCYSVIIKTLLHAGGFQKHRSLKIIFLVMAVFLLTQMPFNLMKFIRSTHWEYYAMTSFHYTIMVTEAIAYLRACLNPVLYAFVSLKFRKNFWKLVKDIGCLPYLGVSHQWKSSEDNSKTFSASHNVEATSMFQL
# Jurkat NFkB inh – inhibitors of the PMA/ionomycin-induced NF-kB reporter in Jurkat cells. PMA/ionomycin-induced NF-kB luciferase reporter, luminescence. 330,000 compounds, 0.53% hits. inhibition, % at 4 µM; in the data active = inhibition above about 50%
# 697 NFkB inh – lowers PMA/ionomycin-induced NF-kB signal in 697 B cells; 330,000 compounds, 0.33% hits; inhibition, % at 4 µM; 697 B-cell NF-kB luciferase reporter, 16 h; in the data active = inhibition above about 35%
# CCR6 antagonist – CCR6 (human) receptor antagonism. CHO-K1 CCR6 PathHunter beta-arrestin, luminescence, CCL20-stimulated. inhibition, % at 20 µM. 340,000 compounds, 0.49% hits. AID 493098;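 active = compounds whose inhibition of the agonist-driven luminescence signal at 20 µM reaches about 50%, limit read from the data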;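 note: cells stimulated with CCL20 at 14 nM final; plate controls were DMSO with CCL20 for no effect and DMSO without agonist for full effect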
# EBI2 antag – antagonists of human EBI2 receptor; P32249; EBI2 beta-arrestin recruitment, luminescence, 7a,25-OHC stimulated; inhibition, % at 5 µM; 360,000 compounds, 0.81% hits; in the data active = inhibition above about 38%;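 note: enzyme fragment complementation signal reports receptor beta-arrestin coupling in cells; 0% = agonist plus DMSO wells and 100% = wells without agonist; some results beyond the cut were filed as inactive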
# UBC13 polyUb – blocks human UBC13 polyubiquitin chain formation. P61088. TR-FRET. inhibition, % at 20 µM. 330,000 compounds, 0.47% hits; in the data active = inhibition above about 45%, passing the limit was not always enough
# Target sequence (P61088 whole entry, looked up): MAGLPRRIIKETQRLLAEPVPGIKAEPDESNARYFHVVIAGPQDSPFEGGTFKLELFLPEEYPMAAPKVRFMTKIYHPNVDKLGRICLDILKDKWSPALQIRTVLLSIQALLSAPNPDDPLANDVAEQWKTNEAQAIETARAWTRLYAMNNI
# Gli-Sufu antag – antagonists of Gli-Sufu signaling; Sufu-KO-LIGHT fibroblasts, Gli luciferase reporter luminescence; inhibition, % at 5 µM; 340,000 compounds, 0.74% hits;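 active = inhibition above about 55%, limit read from the data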;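 note: 0% = DMSO-treated cells and 100% = wells with medium but no cells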
# APJ antag – blocks the human apelin receptor APJ; P35414; inhibition, % at 20 µM; 330,000 compounds, 0.32% hits; CHO-K1 APJ beta-arrestin complementation, luminescence; AID 2521;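 active = inhibition above about 40% at 20 µM, limit read from the data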;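 note: cells challenged with 10 nM apelin-13 agonist together with compound; plate controls were apelin-13 plus DMSO wells for no effect and DMSO wells lacking apelin-13 for full effect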
# Target sequence (P35414 whole entry, looked up): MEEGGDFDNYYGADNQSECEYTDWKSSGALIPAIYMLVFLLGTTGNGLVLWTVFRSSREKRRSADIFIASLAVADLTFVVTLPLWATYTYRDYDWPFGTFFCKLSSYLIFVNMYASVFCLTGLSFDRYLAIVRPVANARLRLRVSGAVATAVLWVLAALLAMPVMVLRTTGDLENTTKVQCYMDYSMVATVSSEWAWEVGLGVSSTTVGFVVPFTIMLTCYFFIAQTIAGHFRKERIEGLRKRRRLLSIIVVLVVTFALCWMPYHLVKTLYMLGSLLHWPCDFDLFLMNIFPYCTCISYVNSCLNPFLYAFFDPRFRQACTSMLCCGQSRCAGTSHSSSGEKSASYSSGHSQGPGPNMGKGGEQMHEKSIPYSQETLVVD
# * marks the source's active call; other numbers are inactive results; / = no result given. Compounds as they come. Share with any hit: about 3%.
# The line under a structure holds: CXCR6 block	Jurkat NFkB inh	697 NFkB inh	CCR6 antagonist	EBI2 antag	UBC13 polyUb	Gli-Sufu antag	APJ antag
- O=C(CSc1nnc(SCc2ccccc2)s1)N/N=C/c1c[nH]c2ccccc12
  -12	/	/	-8	11	/	-8	/
- CSc1ccccc1Sc1cc(C(=O)O)c2ccccc2n1
  5	1	8	1	-7	-2	0	-3
- COc1ccc(N2CCN(CCCNC(=O)c3cc4sccc4n3C)CC2)cc1
  10	-3	5	6	11	-85	9	6
- Cc1ccc(N2C(=O)C3NN=C(C(=O)OCc4ccccc4)C3C2=O)c(C)c1 (stereo unspecified)
  6	7	10	-1	-7	9	0	-4
- Cc1cc(O)cc(C)c1Cl
  -5	1	10	0	-3	12	2	2
- COc1cccc(CC(=O)OCC(=O)NC2(C#N)CCCCC2)c1
  -1	-3	17	0	-12	-2	-15	25
- CCOC(=O)N1CCC(NCCNC(=O)c2ccc(Cl)cc2)CC1
  5	16	-14	15	-7	-3	14	4
- Cc1cc(N2CCN(C)CC2)nc2ccc(NC(=S)N3CCN(c4ccc(F)cc4)CC3)cc12
  7	-6	-3	18	-6	47*	2	-15
- COc1cccc(-c2nc3ccccc3s2)c1
  -11	-142	-163	5	4	4	-81	10
- Cc1nc(SCC(=O)O)c(C#N)c(C)c1CC(=O)c1ccccc1
  2	15	21	-8	-14	2	1	3
- CSc1nnc(-c2sc3cc(Cl)ccc3c2Cl)n1C
  7	-17	-20	15	-7	10	-34	15
- CCOc1ccc(NC(=S)Nc2cc(OC)c(Cl)cc2OC)cc1
  5	-2	-15	13	65*	8	3	9
- CCn1cc(C(=O)NCCO)c(=O)c2cc(F)c(N3CCN(C)CC3)cc21
  -4	3	11	4	-10	8	1	7
- CCOC(=O)C1CCN(C(=O)c2ccc3c(c2)C(=O)N(c2ccccc2C)C3=O)CC1
  -5	9	23	-6	-6	-2	-3	15
- Cc1n[nH]c(=O)c2c(NC(=O)COC(=O)c3ncc(Cl)c(Cl)c3Cl)oc(C)c12
  4	20	18	-3	-2	-13	-26	12
- Cc1cc2c(cc1C)NC1(C(=O)Nc3ccccc31)C1=C(CC(C)(C)CC1=O)N2 (stereo unspecified)
  9	-12	13	-7	-6	-6	5	7
- COc1ccc(NC(=O)CCn2cccc2)cc1
  -5	-25	7	2	-15	2	30	14
- CC(C)(C)C(=O)/C=c1\[nH]c(=O)/c(=C\c2ccc(F)cc2)s1
  0	9	-10	12	10	-11	-4	14
- COC(=O)c1cccc(C(=O)N2CCCC(C(=O)c3cccc(OC(C)C)c3)C2)c1 (stereo unspecified)
  -1	-5	-9	7	-3	2	-9	4
- COc1ccc(CNc2cccc3[nH]c(C(F)(F)F)nc23)cc1
  -6	-15	3	19	8	5	-4	-21
- CNC(=O)c1cc2c(s1)-c1ccccc1CC2
  -11	-65	-37	8	-9	2	-35	7
- COc1ccc(N2C(=O)/C(=C\c3ccco3)N=C2SCC(=O)N(C(C)C)C(C)C)cc1Cl
  13	0	-36	20	16	-11	39	21
- COc1ccc(CCN2CC34C=CC(O3)C(C(=O)NCc3ccccc3)C4C2=O)cc1OC (stereo unspecified)
  6	5	1	-7	-9	4	3	4
- COC(=O)c1cccc(Nc2nc(-c3ccncc3)nc3ccccc23)c1
  -17	-37	27	4	3	11	15	-39
- O=C(c1ccc(S(=O)(=O)N2CCCC2)cc1)N1CCC(CN2C(=O)c3cccc4cccc(c34)C2=O)CC1
  1	31	-18	10	-3	91*	8	-8
- COc1ccc2c(Cl)c(C(=O)NC3CCS(=O)(=O)C3)sc2c1 (stereo unspecified)
  9	-40	-30	-3	-5	4	6	7
- CCCCCCCCNC(=O)CC(NS(=O)(=O)c1ccc(NC(C)=O)cc1)C(C)C (stereo unspecified)
  -2	8	4	12	-9	-7	7	-4
- O=C(COC(=O)c1ccc[nH]c1=O)NC1CCCC1
  2	3	-21	7	-8	-6	-2	15
- CCCOc1ccc(-c2c(=O)n(OCC(=O)OCC)c3ccccc3[n+]2[O-])cc1
  0	-96	-129	-4	13	-3	25	9
- O=c1[nH]c2ccccc2c(O)c1-c1ccccc1[N+](=O)[O-]
  2	-17	5	10	-9	5	4	-2
- Cc1ccc2c(c1)N(C(=O)CCC(=O)NC1CCN(Cc3ccccc3)CC1)CC(C)O2 (stereo unspecified)
  0	11	-15	0	-2	3	11	5
- COc1ccc2c(C(=O)c3ccc(C)cc3)n(Cc3ccc(C(N)=O)cc3)[n+]([O-])c2c1
  -2	-63	-124	7	3	5	-10	-24
- C#CCOCCOCCOCCNc1nc(N2CCN(C(=O)[C@H](CCCCN)n3cc(CN)nn3)CC2)nc(N2CCN(C(=O)[C@H](CCC(=O)O)n3cc(CN)nn3)CC2)n1
  -5	-2	7	2	-8	39	-2	-4
- Cc1ncc(CN2CCCC(CCC(=O)NCc3ccccc3F)C2)s1 (stereo unspecified)
  -2	6	17	0	-2	1	15	5
- C#CCSc1nc2ccccc2n1C(=O)c1ccc(S(=O)(=O)N2CCCCC2)cc1
  1	/	/	7	0	/	-1	/
- COC(=O)c1cn(NC(=O)c2cccnc2)c(=O)c2ccccc12
  -6	-15	-21	4	-13	13	-2	-3
- C=CCOc1ccccc1CN1CCC(n2nccc2NC(=O)C2CCOC2)CC1 (stereo unspecified)
  4	-13	-16	-5	-4	-8	15	-30
- O=C(NCCO)c1cccc(Nc2nc(-c3ccccc3)c3cc(Cl)ccc3n2)c1
  1	-8	-6	-2	41	19	-4	-17
- COc1ccc(NC(=S)N2CCN(c3ccccn3)CC2)cc1OC
  -10	16	-40	-2	-11	1	-1	2
- CCc1ccccc1NC(=O)CSc1nnc([C@H](CCSC)NC(=O)OC(C)(C)C)o1
  -2	-13	7	29	0	-7	-5	-14

# Some of the entries above in a different format.
smiles | CXCR6 block | Jurkat NFkB inh | 697 NFkB inh | CCR6 antagonist | EBI2 antag | UBC13 polyUb | Gli-Sufu antag | APJ antag
COc1ccc(CCN2CC34C=CC(O3)C(C(=O)NCc3ccccc3)C4C2=O)cc1OC (stereo unspecified) | 6 | 5 | 1 | -7 | -9 | 4 | 3 | 4
COC(=O)c1cccc(Nc2nc(-c3ccncc3)nc3ccccc23)c1 | -17 | -37 | 27 | 4 | 3 | 11 | 15 | -39
O=C(c1ccc(S(=O)(=O)N2CCCC2)cc1)N1CCC(CN2C(=O)c3cccc4cccc(c34)C2=O)CC1 | 1 | 31 | -18 | 10 | -3 | 91* | 8 | -8
COc1ccc2c(Cl)c(C(=O)NC3CCS(=O)(=O)C3)sc2c1 (stereo unspecified) | 9 | -40 | -30 | -3 | -5 | 4 | 6 | 7
CCCCCCCCNC(=O)CC(NS(=O)(=O)c1ccc(NC(C)=O)cc1)C(C)C (stereo unspecified) | -2 | 8 | 4 | 12 | -9 | -7 | 7 | -4
O=C(COC(=O)c1ccc[nH]c1=O)NC1CCCC1 | 2 | 3 | -21 | 7 | -8 | -6 | -2 | 15
CCCOc1ccc(-c2c(=O)n(OCC(=O)OCC)c3ccccc3[n+]2[O-])cc1 | 0 | -96 | -129 | -4 | 13 | -3 | 25 | 9
O=c1[nH]c2ccccc2c(O)c1-c1ccccc1[N+](=O)[O-] | 2 | -17 | 5 | 10 | -9 | 5 | 4 | -2
Cc1ccc2c(c1)N(C(=O)CCC(=O)NC1CCN(Cc3ccccc3)CC1)CC(C)O2 (stereo unspecified) | 0 | 11 | -15 | 0 | -2 | 3 | 11 | 5
COc1ccc2c(C(=O)c3ccc(C)cc3)n(Cc3ccc(C(N)=O)cc3)[n+]([O-])c2c1 | -2 | -63 | -124 | 7 | 3 | 5 | -10 | -24
C#CCOCCOCCOCCNc1nc(N2CCN(C(=O)[C@H](CCCCN)n3cc(CN)nn3)CC2)nc(N2CCN(C(=O)[C@H](CCC(=O)O)n3cc(CN)nn3)CC2)n1 | -5 | -2 | 7 | 2 | -8 | 39 | -2 | -4
Cc1ncc(CN2CCCC(CCC(=O)NCc3ccccc3F)C2)s1 (stereo unspecified) | -2 | 6 | 17 | 0 | -2 | 1 | 15 | 5
C#CCSc1nc2ccccc2n1C(=O)c1ccc(S(=O)(=O)N2CCCCC2)cc1 | 1 | / | / | 7 | 0 | / | -1 | /
COC(=O)c1cn(NC(=O)c2cccnc2)c(=O)c2ccccc12 | -6 | -15 | -21 | 4 | -13 | 13 | -2 | -3
C=CCOc1ccccc1CN1CCC(n2nccc2NC(=O)C2CCOC2)CC1 (stereo unspecified) | 4 | -13 | -16 | -5 | -4 | -8 | 15 | -30
O=C(NCCO)c1cccc(Nc2nc(-c3ccccc3)c3cc(Cl)ccc3n2)c1 | 1 | -8 | -6 | -2 | 41 | 19 | -4 | -17
COc1ccc(NC(=S)N2CCN(c3ccccn3)CC2)cc1OC | -10 | 16 | -40 | -2 | -11 | 1 | -1 | 2
CCc1ccccc1NC(=O)CSc1nnc([C@H](CCSC)NC(=O)OC(C)(C)C)o1 | -2 | -13 | 7 | 29 | 0 | -7 | -5 | -14

# Next results
# The line under a structure holds: CXCR6 block	Jurkat NFkB inh	697 NFkB inh	CCR6 antagonist	EBI2 antag	UBC13 polyUb	Gli-Sufu antag	APJ antag
- CCOC(=O)C1CCN(S(=O)(=O)c2ccc(OCC)cc2)CC1
  -1	26	2	9	5	5	2	12
- CCCc1nnc(NC(=O)c2c(O)c3c([nH]c2=O)CCCC3)s1
  -3	-12	5	0	-2	-2	-21	-1
- CCCCN(C(=O)c1ccc(S(=O)(=O)N(C)c2ccccc2)cc1)c1c(N)n(CCC)c(=O)[nH]c1=O
  -1	/	/	1	-4	/	-1	/
- Cc1cccc(C)c1OCC(=O)Nc1ccccc1N1CCCCC1
  6	24	-1	23	26	-7	13	14
- Cc1cc(C)n2cnnc2n1
  15	-13	6	-2	2	1	-5	3
- Cc1cc(=O)[nH]c2ccc(S(=O)(=O)NC3CCCCC3)cc12
  -3	-26	28	19	0	-1	-17	12
- Nc1c(C(=O)CCC(=O)O)oc2ccc(Cl)cc12
  0	-5	10	10	0	-7	0	23
- CCN1CCN(c2ccc(S(=O)(=O)N3CCCCC3)cc2NC(=O)CC(C)c2ccccc2)CC1 (stereo unspecified)
  15	12	12	6	-17	6	14	6
- CC(=O)N1CCN(CCN(CC2C(C)C=C(C)CC2C)C(C)=O)CC1 (stereo unspecified)
  -3	-4	-11	-1	-4	-3	5	-3
- Cc1ccccc1C(=O)Nc1ccc(CN2CCOCC2)cc1
  -2	-9	3	19	-10	6	/	-5
- COCc1cc(C)nc(N2CCOCC2)c1C#N
  3	1	4	-1	-3	18	0	-72
- O=C(Cc1ccccc1)Nc1ccc(C(=O)NCC2COc3ccccc3O2)cc1 (stereo unspecified)
  -10	4	13	1	-5	19	-7	1
- Cc1cnc(C(=O)Nc2ccc3c(c2)CCC3)cn1
  6	-104	-114	20	4	2	-91	-5
- Cc1nc(=O)c(-c2ccccc2)c(C)n1-c1ccccc1
  -3	-3	-6	4	-11	-2	0	11
- CC(Sc1nc2ccccc2c(=O)n1CC1CCCO1)C(=O)N(C)c1ccccc1 (stereo unspecified)
  5	-3	-8	7	12	8	2	2
- CCC1CCCCN1Cc1nc(Cc2ccccc2Cl)no1 (stereo unspecified)
  4	12	-7	16	-1	11	6	-22
- Cn1cccc1Cc1nnc(SCC(=O)Nc2ccc(Cl)cc2)n1-c1ccc(F)cc1
  2	-4	8	4	8	2	-6	-14
- O=C(Cc1ccc(S(=O)(=O)N2CCOCC2)s1)NC1CCCCC1
  -4	-7	6	2	-11	-11	-1	8
- CC1CCCN(S(=O)(=O)c2ccccc2[N+](=O)[O-])C1 (stereo unspecified)
  4	4	-4	10	-2	-4	8	-20
- O=[N+]([O-])c1ccc(COc2cccc3cccnc23)cc1
  2	-48	-40	11	-9	-1	-37	-15
- O=C(COc1ccc2ccc(=O)oc2c1)Nc1c(Cl)cccc1C(F)(F)F
  3	17	16	-4	5	4	2	12
- Cc1cccc(C)c1OCCCN1CCCC1
  -2	-3	24	-10	-10	7	-11	7
- COc1cc(/C=N/NC(=S)NCc2ccccc2)ccc1OCC#N
  -6	-4	27	-15	-20	3	-9	5
- Cc1nc2ccccc2c(=O)n1/N=C/c1ccccc1OC(F)F
  0	-15	-8	12	8	4	10	0
- CC(C)Cn1cnc2c(SCCc3ccccc3)nc(N)nc21
  -2	/	/	10	4	/	-20	/
- Cc1ccc(CNC(=O)c2cc(-c3ccccc3)nn2Cc2cc(C)no2)cc1
  1	-2	23	11	0	8	1	19
- COc1ccccc1/C=N/N1C(=O)C2C3C=CC(CC3)C2C1=O (stereo unspecified)
  -2	-8	13	15	9	5	-2	4

# High-throughput results as filed in PubChem.
